Screening results: PubChem, Broad Institute
esBAF inh: Bmi1 luciferase reporter increase in mESCs, primary screen, esBAF inhibitor project, mouse ES cells, Bmi1 luciferase knock-in, single point. AID 602393, 2012. actives 2% (n = 350,000). reporter increase, % at 12.5 µM. 24 h; 100% = twice the neutral-well signal; in the data active means activation above about 40%;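 further: 0% = median of the plate's neutral control wells and 100% = double that signal; a rise in the Bmi1 reporter signal indicates esBAF inhibition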
ERp5 inh: inhibitors of ERp5-driven insulin aggregation, primary screen, biochemical, turbidity, absorbance 650 nm, single point. Protein disulfide-isomerase A6 (Homo sapiens), Q15084. 90 min. inhibition, % at 9.99 µM. actives 0.05% (n = 350,000). AID 651711, 2012;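 active means mean replicate inhibition above about 25%, with every replicate also reaching it, limit read from the data, passing the limit was not always enough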
Target sequence (Q15084 whole entry, looked up): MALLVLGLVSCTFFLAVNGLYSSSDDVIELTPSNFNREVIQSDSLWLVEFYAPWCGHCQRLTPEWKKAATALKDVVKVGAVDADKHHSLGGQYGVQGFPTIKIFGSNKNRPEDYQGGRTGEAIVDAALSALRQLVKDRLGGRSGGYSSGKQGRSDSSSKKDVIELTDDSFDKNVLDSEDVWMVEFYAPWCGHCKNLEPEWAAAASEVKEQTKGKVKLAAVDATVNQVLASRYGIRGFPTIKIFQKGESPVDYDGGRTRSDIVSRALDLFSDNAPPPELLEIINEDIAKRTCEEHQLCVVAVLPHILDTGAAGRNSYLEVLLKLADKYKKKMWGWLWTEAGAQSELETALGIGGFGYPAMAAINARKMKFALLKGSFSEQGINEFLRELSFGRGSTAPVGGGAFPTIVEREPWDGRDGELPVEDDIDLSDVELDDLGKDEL
ARNT TACC3 PPI: disruptors of ARNT/TACC3 protein interaction, primary screen, biochemical, AlphaScreen, single concentration | AlphaScreen His-ARNT PAS-B/GST-TACC3 binding, luminescence; TACC3 fragment carries E629A point mutation | inhibition, % at 9.99 µM | actives 0.66% (n = 390,000) | AID 623870, 2012;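 active means mean inhibition of replicates at least 50% and at least half of replicates each reaching 50%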;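 further: 0% = complete ARNT plus TACC3 wells and 100% = ARNT alone without TACC3; many hits fall short of the cut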
RAD52 inh: RAD52 DNA annealing inhibitors, primary screen, biochemical, FRET, single point, set 2 | DNA repair protein RAD52 homolog (Homo sapiens), P43351 | recombinant RAD52 DNA annealing, FRET fluorescence | AID 651710, 2012 | actives 0.46% (n = 360,000) | inhibition, % at 18.7 µM;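 active means every replicate showing at least 50% inhibition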
Target sequence (P43351 whole entry, looked up): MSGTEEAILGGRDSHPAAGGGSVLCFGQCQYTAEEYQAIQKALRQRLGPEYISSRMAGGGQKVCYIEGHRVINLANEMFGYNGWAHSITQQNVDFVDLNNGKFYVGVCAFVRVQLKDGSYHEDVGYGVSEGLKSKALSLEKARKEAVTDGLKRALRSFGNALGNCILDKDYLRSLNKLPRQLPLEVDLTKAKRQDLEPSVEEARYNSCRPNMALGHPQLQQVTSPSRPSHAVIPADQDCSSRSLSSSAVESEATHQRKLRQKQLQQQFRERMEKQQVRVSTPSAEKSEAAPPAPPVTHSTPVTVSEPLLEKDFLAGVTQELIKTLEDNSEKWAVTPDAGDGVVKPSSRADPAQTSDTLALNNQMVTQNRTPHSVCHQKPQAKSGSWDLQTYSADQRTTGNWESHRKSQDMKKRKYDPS
E-selectin induc: E-selectin induction in HUVECs, primary screen, imaging, HUVEC, immunofluorescence imaging, single point; P16581; normalized: neutral wells 0, TNF-alpha wells 100; activation, % at 7.58 µM; actives 0.37% (n = 260,000); AID 686992, 2013;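 active means mean E-selectin-positive cell signal at least 10% of the positive control, reached in at least 60% of replicates, without over 20% cell loss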;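 further: in these data hits start at about 27%; measured in HUVEC primary endothelial cells; signal is the percent of cells scored E-selectin positive by PE staining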
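assay system = HUVEC, human umbilical vein endothelial cells | input = 3,000 HUVEC seeded per well | medium = EGM-2 growth medium on 0.1% gelatin-coated wells | dosing = one compound dose added by pin transfer | signal = immunofluorescence imaging | read-out basis = % PE-positive cells | control set = TNF-alpha, DMSO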
Casp6 inh: human caspase-6 inhibitors, primary screen, biochemical, VEID-R110 fluorescence, single point, set 2; P55212; purified caspase-6, Z-VEID-R110 cleavage fluorescence; inhibition, % at 12.5 µM; actives 0.53% (n = 350,000);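 active means mean inhibition across replicates at least about 35%, with every replicate also reaching that limit, limit read from the data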;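 further: 0% = median of neutral control wells and 100% = no fluorescence left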
RAD54 inh: inhibitors of human RAD54 branch migration, primary screen, biochemical, fluorescence, single point; DNA repair and recombination protein RAD54-like (Homo sapiens), Q92698; RAD54 Holliday junction branch migration, FAM/BHQ fluorescence; inhibition, % at 10.4 µM; actives 0.14% (n = 360,000); AID 602329, 2012;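 active means mean normalized replicate activity at least 40 and at least half of replicates scoring 40 or more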;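 further: 0% = median of neutral control wells and 100% = median of positive control wells; inhibitors cause a drop in the FAM fluorescence signal; in these data hits start at about 50%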
PglD inh: C. jejuni PglD acetyltransferase inhibitors, primary screen, biochemical, DTNB colorimetric, single point; UDP-N-acetylbacillosamine N-acetyltransferase PglD (Campylobacter jejuni); purified PglD enzyme, DTNB colorimetric CoA detection; inhibition, % at 12.5 µM; actives 0.098% (n = 360,000); in the data active means inhibition above about 16%, passing the limit was not always enough; further: strong numbers were not always called active
* = called active by the depositor; · = not tested or not shown.

molecule	esBAF inh	ERp5 inh	ARNT TACC3 PPI	RAD52 inh	E-selectin induc	Casp6 inh	RAD54 inh	PglD inh
Cc1ccc(S(=O)(=O)NC(CC(C)C)C(=O)NCC(c2ccco2)N2CCCCC2)cc1 (centres undefined)	-53	6	-2	-18	·	-119	-1	0
Cc1ccc(OCC(=O)N/N=C/C=C/c2ccco2)cc1C	·	4	-5	-41	0.1	5	·	·
COc1ccc(CN(C)C[C@H]2Oc3c(NS(=O)(=O)c4cn(C)cn4)cccc3C(=O)N([C@H](C)CO)C[C@H]2C)cc1	0	2	-8	4	0.1	0	4	-2
CCN1C[C@@H]2[C@@H]3C(=O)N(Cc4ccccc4)C(=O)[C@@H]3[C@](C)(C1=O)N2C(=O)c1ccc(F)cc1	-5	·	1	·	0.3	·	-3	0
N#Cc1cccc(-c2ccc([C@H]3[C@H](CO)N4CCCCN(C(=O)Nc5cccc(F)c5)C[C@@H]34)cc2)c1	-8	0	-4	-10	-0.7	1	3	0
CN(C)CCCCCCNC(=O)[C@@H]1C[C@@H]2C(=O)NCC(=O)N2[C@@H]1c1cccc(OCCO)c1	·	1	-14	1	·	1	-5	-3
CCN1C(=O)[C@@H]2[C@@H](c3ccc(SC4CCCCC4)cc3)N3CCC[C@@]3(C(=O)OC)[C@@H]2C1=O	-3	1	3	-222	·	2	-3	2
CC(=O)Nc1cccc(C(=O)N/N=C/c2cccnc2)c1	2	0	·	1	·	0	12	8
COc1ccccc1N1CCN(CCCCOc2cccc3ccccc23)CC1	3	·	6	·	·	·	1	5
Cc1ccc(NC(=O)CSc2nncc3ccccc23)cc1	-2	7	-5	-221	·	-1	·	·
O=C1CNC[C@@H]2[C@@H](c3ccc(-c4ccccc4F)cc3)[C@H](CO)N12	·	2	·	-14	-0.3	-1	·	·
CCOC(=O)C1C(=O)NC(C)C1c1ccccc1 (centres undefined)	-8	·	1	·	·	·	-3	0
COc1ccc(Cl)cc1-c1n[nH]c(=S)n1C1CCCCC1	-1	·	-6	·	·	·	1	-2
CSc1nc2c(c(-c3ccccc3)c1C#N)CCC2	-1	·	-9	·	·	·	5	2
C[C@@H]1CN([C@H](C)CO)C(=O)Cc2cc(NC(=O)c3ccncc3)ccc2O[C@@H]1CN(C)C(=O)Nc1ccc2c(c1)OCO2	11	1	4	8	·	-3	-9	-1
C[C@H]1CN([C@@H](C)CO)C(=O)c2cc(C3=CCCC3)cnc2O[C@@H]1CN(C)S(=O)(=O)c1cn(C)cn1	-3	2	-1	5	0.0	1	3	-1
O=C(NCCCc1ccccc1)C1CCC(CNc2c(N3CCCCC3)c(=O)c2=O)CC1 (centres undefined)	·	1	2	-10	·	-2	-6	-3
Cc1nc2ccc(NC(=S)N3CCC(C)CC3)cc2nc1C	36	-2	3	-12	·	0	13	-2
CC1Nc2ncnc(N3CCc4ccccc4C3)c2N(Cc2ccccc2)C1=O (centres undefined)	-1	-2	·	-17	0.2	1	1	-1
FC(F)(F)c1cc(-c2cccs2)nc(-n2cc(Cl)cn2)n1	-3	·	2	·	·	·	-4	-2
OC(c1cccc(Cl)c1)c1nc(-c2cccc3cccnc23)cs1 (centres undefined)	5	-1	·	-8	-1.9	1	-15	0
Cc1ccc(S(=O)(=O)N(C)c2ccc(OC(=O)c3cc(=O)[nH]c4ccccc34)cc2)cc1	7	·	3	·	·	·	15	3
Cc1ccc(SCC(=O)OCC(=O)NCCc2ccccc2)cc1	-6	9	-9	-9	1.0	2	-6	-1
COc1ccc(OC)c(NC(=O)CSc2nc3nc(C)cc(C)n3n2)c1	-3	-9	2	2	1.2	-3	-2	-3
CCC(=O)N(C)C[C@H]1Oc2cc(-c3cccc(F)c3)ccc2S(=O)(=O)N([C@@H](C)CO)C[C@@H]1C	5	-4	4	10	0.1	-1	-3	10
C=CCn1c(=O)c(C(=O)Nc2ncccc2C)c(O)c2ccccc21	12	-8	·	-12	0.0	-1	4	-2
CC(C)NC(=O)Nc1ccc2c(c1)C(=O)N([C@H](C)CO)C[C@@H](C)[C@@H](CN(C)Cc1ccc3c(c1)OCO3)OCCCC[C@@H](C)O2	-3	·	-15	·	·	·	7	-1
COc1ccc2c(c1)C(=O)N1[C@H]3c4cc(OC)ccc4OC[C@@H]3[C@H](c3ccccc3)[C@]1(C)C(=O)N2	-3	4	-3	-12	0.1	7	7	5
O=C1C=C(O)c2cccc(O)c2C1=O	-6	-4	52*	3	·	77*	6	3
CCOc1ccc(-c2csc(Cn3c(CN4CCN(C)CC4)nc4ccccc4c3=O)n2)cc1	·	3	2	8	0.0	-3	·	·
COC(=O)CN(C(=S)Nc1ccccc1)C1CC(=O)N(c2ccc(OC)cc2)C1=O (centres undefined)	·	0	-3	-11	·	-2	·	·
Cc1cccc(NC(=O)NC2CC3CCC(C2)N3Cc2ccco2)c1 (centres undefined)	·	4	4	-17	·	-16	·	·
CC(=O)CC1c2cc(F)ccc2C=C(c2ccsc2)N1c1ccc(-c2cccnc2)cc1 (centres undefined)	·	-2	·	-9	0.0	-3	·	·
C[C@@H]1CN([C@H](C)CO)C(=O)c2cc(NC(=O)Nc3ccccc3)ccc2O[C@H]1CN(C)Cc1ccncc1	-24	-5	2	2	0.1	0	0	-6
CN(C)c1nc(-c2cccs2)cc(C(F)(F)F)c1C#N	·	0	-11	-8	0.1	1	0	-5
CCc1ccc(OC)c(S(=O)(=O)NCc2cccs2)c1	-2	·	11	-18	-1.9	2	-5	2
Cc1ccc(S(=O)(=O)N2CCCC2CNC(=O)c2ccc3c(c2)OCO3)cc1 (centres undefined)	·	1	-4	-30	·	9	21	-1
COC(=O)C[C@H]1CC[C@@H]2[C@@H](COc3ccc(NS(=O)(=O)c4ccc(C)cc4)cc3C(=O)N2C)O1	-1	-3	0	2	-0.1	-2	-1	0
COc1ccc([C@H]2N[C@]3(CCCN(Cc4ccc(C)cc4)C3=O)[C@H]3C(=O)N(C)C(=O)[C@@H]23)cc1	4	0	·	-6	0.0	5	0	3
CC(C)c1cc(C(F)(F)F)n2nc(C(=O)O)cc2n1	-2	·	-12	·	·	·	-12	-2
COc1ccc(CN2CCNC(=O)C2CC(=O)N2CCCN(C(C)=O)CC2)c(OC)c1 (centres undefined)	0	1	-21	-16	-0.1	-6	15	3
C[C@@H]1CN([C@H](C)CO)C(=O)Cc2cc(NS(C)(=O)=O)ccc2O[C@@H]1CN(C)S(=O)(=O)c1ccc(Cl)cc1	-1	0	-12	6	3.4	0	-1	-1
CNC[C@@H]1Oc2c(NS(=O)(=O)c3c(C)noc3C)cccc2C(=O)N([C@@H](C)CO)C[C@@H]1C	-7	5	-1	-7	0.2	1	-2	1
CCN(CC)c1ccc(NC(=O)Cn2ncc3c(C)n(Cc4ccccc4F)c(C)c3c2=O)c(C)c1	·	3	-8	-28	·	-1	·	·
CN(CC(=O)NC1CCCCCC1)S(=O)(=O)c1ccc2c(c1)n(C)c(=O)c(=O)n2C	-7	5	-7	-15	-1.3	1	-10	-4
CC(Sc1sc(=S)sc1SC(C)C(=O)O)C(=O)O (centres undefined)	-7	·	-4	·	·	·	-7	-2
O=C(C[C@H]1C[C@@H]2c3cc(NC(=O)NC4CCCCC4)ccc3O[C@@H]2[C@@H](CO)O1)NCc1cccnc1	2	-4	3	-2	0.6	-3	-1	2
CN(C)C(CNC(=O)c1ccc2c(c1)S(=O)(=O)c1ccccc1C2=O)c1ccco1 (centres undefined)	-12	9	8	-22	4.4	1	-2	4
CCC(=O)N[C@H]1CC[C@H](CC(=O)NCCN2CCCCC2)O[C@@H]1CO	1	1	4	-2	0.3	-1	-1	11
Cc1cccc(NC(=O)CCS(=O)(=O)c2ccc(Cl)cc2)c1	2	6	1	-16	-0.1	-3	-1	-3

The listing continues:
molecule	esBAF inh	ERp5 inh	ARNT TACC3 PPI	RAD52 inh	E-selectin induc	Casp6 inh	RAD54 inh	PglD inh
C[C@@H]1CN([C@@H](C)CO)S(=O)(=O)c2ccc(C#Cc3ccncc3)cc2O[C@@H]1CN(C)C(=O)C1CCC1	-5	3	2	-23	-1.3	0	-2	-2
Cc1cc2cc3c(cc2nc1SCc1ccc(C(=O)O)cc1)OCCO3	·	-1	-12	-17	1.2	4	·	·
C/C(=N\OCC(=O)Nn1c(C)nc2ccccc2c1=O)c1ccccc1	·	-1	-13	-9	·	4	-5	-1
CCN(CC)CCCN1C(=O)C(=O)/C(=C(/O)c2ccc(C)cc2)C1c1ccccn1 (centres undefined)	-6	·	-2	·	·	·	-8	-5
NC(=O)c1ccccc1NC(=O)c1cc(S(=O)(=O)N2CCCCC2)ccc1N1CCOCC1	0	2	-6	-16	1.3	2	-13	0
Cc1ccc(C(=O)Nc2ccc(F)cc2F)o1	18	·	-2	·	·	·	-9	2
Cc1ccc(NC(=O)c2ccc3ncsc3c2)cc1S(=O)(=O)N(C)C	·	3	·	-38	0.5	17	·	·
COc1cc(C(=O)O/N=C(\N)c2ccc([N+](=O)[O-])cc2)cc(OC)c1OC	·	-2	-10	-8	3.9	1	-6	6
CCCCN(C(=O)CCC(=O)Nc1cc(C)on1)C(C(=O)NC1CCCC1)c1ccccc1OCC (centres undefined)	-2	-7	-4	-5	·	11	-7	-7
COc1cccc(C(=O)Nc2ccc3c(c2)OC[C@@H](C)NC[C@H](C)[C@@H](OC)CN(C)C3=O)c1	-4	-22	1	8	0.0	-1	8	-3
Cc1ccc(-n2nnc(-c3cccnc3)n2)cc1	60*	0	·	-6	0.6	6	-20	2
CC(=O)Nc1ccc(NC(=O)C(Sc2ccccc2)c2ccccc2)cc1 (centres undefined)	-8	2	0	-14	0.6	-1	-5	-5
Cn1c(=O)c2c(-c3ccccc3)n(-c3cc(C(=O)O)ccc3O)cc2n(C)c1=O	0	0	·	-8	0.0	0	-7	-1
CCOc1ccc(NC(=O)CSc2nnc(-c3ccncc3)n2CC2CCCO2)cc1 (centres undefined)	4	·	-3	·	·	·	0	-2
CCN(CC)CCN1C(=O)C(O)=C(C(C)=O)C1c1ccc(OC)c(OC)c1 (centres undefined)	-10	·	-13	·	·	·	1	6
COc1cc2c(c(O)c1OC)-c1c(cc(OC)c(OC)c1OC)C[C@@H](C)[C@@H](C)C2	-3	6	4	10	0.0	6	-5	-2
Nc1nc(NCC2CCCO2)nc(Nc2cccc(F)c2)c1[N+](=O)[O-] (centres undefined)	·	-1	-13	-12	4.5	-1	·	·
CCC1(C(=O)OC)NC(c2ccccc2OC)C2C(=O)N(C)C(=O)C21 (centres undefined)	-11	·	5	·	·	·	2	3
COc1cccc(N2CCN(S(=O)(=O)c3ccc4c(c3)NC(=O)CS4)CC2)c1	2	1	7	-9	-0.3	1	2	-7

As entered above:
Cc1ccc(NC(=O)c2ccc3ncsc3c2)cc1S(=O)(=O)N(C)C in E-selectin induc reads 0.5
COc1cccc(C(=O)Nc2ccc3c(c2)OC[C@@H](C)NC[C@H](C)[C@@H](OC)CN(C)C3=O)c1 in esBAF inh reads -4
